FEN1 inhibitor: inhibitors of human flap endonuclease 1; P39748; Recombinant FEN1 flap cleavage, fluorescence, 15 min; Potency, µM (titrated, usually from 114 µM), without a hit: at the top dose activity change, negative = inhibition, hits mostly inhibitors; 390,000 compounds, 0.35% hits; also: nearly all actives have a fitted effect of over 65% in size
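With each library titrated from low to high concentration, compounds met 10 nM FEN1 for 15 min at room temperature before 50 nM substrate was added; readings at 0 and 15 min fed four-parameter Hill curve fits.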
KAT2A inh: inhibitors of human GCN5L2 histone acetyltransferase | GCN5L2 HAT assay, ThioGlo1 CoA-SH fluorescence | AID 504327 | 390,000 compounds, 0.21% hits | Q92830 | Potency, µM (top dose mostly 58.9 µM), for inactives: at the highest dose activity change, negative = inhibition, hits mostly inhibitors
Target sequence (Q92830 whole entry, looked up): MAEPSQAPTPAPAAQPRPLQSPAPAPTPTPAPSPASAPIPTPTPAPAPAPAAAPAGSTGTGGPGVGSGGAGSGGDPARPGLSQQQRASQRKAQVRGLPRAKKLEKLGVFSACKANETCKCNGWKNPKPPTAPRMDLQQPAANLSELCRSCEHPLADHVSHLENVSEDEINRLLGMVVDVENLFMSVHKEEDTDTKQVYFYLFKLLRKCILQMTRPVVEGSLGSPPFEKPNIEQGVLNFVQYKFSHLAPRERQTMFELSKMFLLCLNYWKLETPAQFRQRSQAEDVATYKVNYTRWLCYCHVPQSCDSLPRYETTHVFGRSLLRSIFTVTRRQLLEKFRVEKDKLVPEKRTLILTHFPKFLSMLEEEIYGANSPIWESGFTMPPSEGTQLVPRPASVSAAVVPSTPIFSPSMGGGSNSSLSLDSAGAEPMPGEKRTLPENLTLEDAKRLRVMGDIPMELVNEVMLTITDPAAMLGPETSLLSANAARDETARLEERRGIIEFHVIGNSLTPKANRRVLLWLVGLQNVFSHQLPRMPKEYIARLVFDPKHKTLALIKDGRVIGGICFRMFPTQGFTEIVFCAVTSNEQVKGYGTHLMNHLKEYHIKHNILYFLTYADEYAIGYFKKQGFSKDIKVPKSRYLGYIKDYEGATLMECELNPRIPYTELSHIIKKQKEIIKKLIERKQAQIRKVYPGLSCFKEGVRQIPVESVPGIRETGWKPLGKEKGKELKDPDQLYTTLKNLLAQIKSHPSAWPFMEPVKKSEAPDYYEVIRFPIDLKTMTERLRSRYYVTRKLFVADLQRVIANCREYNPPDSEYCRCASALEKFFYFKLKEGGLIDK
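Titration-based screen in which CoA formation is detected via maleimide probe ThioGlo1 (50uM) turning fluorescent on thiol reaction; substrates H3(1-25) 75uM and acetyl-CoA 70uM, GCN5L2 20nM, 20 min incubation at room temperature.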
N370S GC mod: inhibits or activates N370S mutant glucocerebrosidase. P04062. N370S GC spleen homogenate, 4MU-glucoside fluorescence. Potency, µM (doses to about 59.4 µM), without a hit: top-dose activity change, negative = inhibition, usual class: inhibitors. 330,000 compounds, 0.092% hits;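 also: 0% = full enzyme activity and -100% = no enzyme basal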
An asterisk follows results filed as active; u = inconclusive; x = no result given; & = joins results of further samples; [ ] = another dose, or the depositor's remark. Calls follow the shape of the dose curve; as a rule, active = well fitted curve in the direction sought with a large enough effect; inconclusive = small, poorly fitted or top-dose-only effect, or another doubt; inactive = no such curve, though single readings can be large; an effect the other way counts as inactive or inconclusive. Unless noted, % is scaled to controls: 0 for no effect and ±100 for the full control effect; potency is read from the fitted curve at half-maximal effect. The list is partial; rates above refer to the full screens.

FEN1 inhibitor	KAT2A inh	N370S GC mod	Compound
-2%	-2%	-8%	CCOC(=O)/C=C/C(=O)N1CCc2ccccc21
-3%	12%	2%	COc1ccc(C(=O)NNC(=O)OC(C)(C)C)cc1
0%	-16%	-3%	CCOC(=O)c1sc(NC(=O)c2ccco2)c(C#N)c1C
-13%	-5%	-11%	CC(C)(c1ccccc1)c1ccc(OCC(O)CNC2CCN(Cc3ccccc3)CC2)cc1 (stereo unspecified)
4%	-1%	10%	O=C(c1cccc(OC2CCN(C3CCCC3)CC2)c1)N1CCCCCCC1
-28%	0%	x	C[C@H](CO)N1C[C@H](C)[C@@H](CN(C)C(=O)NC2CCCCC2)Oc2ccc(NS(C)(=O)=O)cc2C1=O
0%	-5%	12%	CCC(C)(C)NC(=O)/C=C/c1ccccc1[N+](=O)[O-]
-2%	-1%	-5%	Cc1cccc(C)c1NC(=S)NC(=O)c1ccccc1F
-5%	-2%	x	CCOc1ccccc1OCC(=O)Nc1c(C)n(C)n(-c2ccccc2)c1=O
-1%	-1%	-2%	C[C@@H](NC(=O)[C@@H]1Cc2ccccc2CN1)C(=O)Nc1ccc2c(c1)OCO2
x	3%	-3%	O=C(NCc1ccc[n+](CCCCS(=O)(=O)[O-])c1)c1ccc(OC(F)F)cc1
4%	2%	-17%	O=C(NCCCn1ccnc1)C(=O)NC1CCCCC1
5%	-6%	1%	CCN(CC)S(=O)(=O)c1cc(C)ccc1NC(=S)Nc1cccnc1
-11%	2%	-3%	O=C(NC1CCN(C(=O)Nc2ccccc2)CC1)C1CCCCC1
4%	-2%	4%	O=C(Cn1cncn1)c1ccccc1
-2%	-23%	-14%	COc1ccc(N(C)S(=O)(=O)c2ccc3c(c2)NC(=O)CO3)c(OC)c1
12%	2%	x	CC1CCc2c(sc3nc(-c4cc5ccccc5oc4=O)nc(Cl)c23)C1 (stereo unspecified)
8%	9%	0%	Cc1cccc(CC(=O)N2CCC(N3CCC(C(=O)N4CCOCC4)CC3)CC2)c1
2%	-13%	-5%	Cc1cccc(N(C(=O)Nc2ccc(Cl)cc2)C2=NCC(C)S2)n1 (stereo unspecified)
-1%	-1%	0%	Cc1oc(-c2ccc(Cl)cc2)nc1CS(=O)CC(=O)NC1CCCC1 (stereo unspecified)
-8%	-1%	19%	CCc1ccc(C(=O)OCC(=O)Nc2cccc(S(=O)(=O)NC3=NCCCCC3)c2)cc1
-4%	-5%	1%	Cc1cccc(NC(=O)CN2C(=O)NC(Cc3ccccc3)C2=O)c1 (stereo unspecified)
-2%	-2%	-7%	O=C(NCc1ccc(Cl)cc1)C1CCN(S(=O)(=O)c2cc([N+](=O)[O-])ccc2Cl)CC1
2%	-7%	24%	OC1(c2ccccc2)c2ccccc2-c2ncccc21 (stereo unspecified)
16%	-4%	-22%	CC(C)CCNC(=O)CN(C(=O)CCC(=O)Nc1nccs1)c1ccc2c(c1)OCCO2
0%	1%	-4%	CCCCn1c(N)c(N(CC(C)C)C(=O)c2ccc(C)c(S(=O)(=O)N3CCCCC3)c2)c(=O)[nH]c1=O
1%	-3%	1%	COc1ccc(NC(=O)CN(C)C(=O)CCCc2nc3ccccc3c(=O)[nH]2)cc1
3%	-1%	4%	O=c1cc(-c2ccccc2[N+](=O)[O-])oc2ccccc12
3%	-19%	x	CCOC(=O)c1c(C)[nH]c(C)c1S(=O)(=O)N1CCC(C(=O)NCc2cccc(OC)c2)CC1
-10%	-2%	x	O=C1ON=C(c2ccc(Cl)c([N+](=O)[O-])c2)/C1=C/c1cccc([N+](=O)[O-])c1O
-3%	-4%	9%	Cc1ccc(/C=N/NC(=O)c2nnn(-c3nonc3N)c2C(C)C)s1
-1%	-4%	1%	O=C(N/C(=C\c1ccccc1)C(=O)N1CCOCC1)c1ccccc1Br
1%	1%	-21%	Cc1ccc(C(=O)OCC(=O)NC(=O)c2ccc(C(C)(C)C)cc2)c(O)c1
-14%	-17%	2%	CC(C)CCn1nnnc1CN1CCN(C(c2ccccc2)c2ccccc2)CC1
x	-4%	7%	CCOC(=O)Nc1ccc2c(c1)nc(CN1CCCCC1)n2C
-10%	-17%	-17%	CC(=O)c1ccccc1Oc1ncnc(N)c1[N+](=O)[O-]
-1%	-9%	-3%	CC1CCc2c(nc3ncnn3c2NCCN(C)C)C1 (stereo unspecified)
2%	0%	-6%	O=C1C2C(C(=O)N1Cc1cccnc1)C1C=CC2C12CC2 (stereo unspecified)
0%	0%	23%	CCOC(=O)/C=C1\SCC(=O)N1CC(O)CN1C(=O)CS/C1=C\C(=O)OCC
-10%	-11%	5%	CCOc1ccccc1NC(=O)Nc1ccc(OC)nc1
-1%	0%	11%	Cc1cc(S(=O)(=O)Cc2noc(-c3c(C)noc3C)n2)c(C)cc1Cl
3%	-5%	-12%	COC(=O)COc1ccc(Oc2cc(C)nc(SC)n2)nn1
16%	-19%	-2%	CC1CCc2c(cnc3ncnn23)C1 (stereo unspecified)
-2%	0%	8%	CCn1cc(C(=O)O)c(=O)c2cnc(N3CCN(C(=S)Nc4ccccc4)CC3)nc21
-10%	-4%	17%	Nc1cccc2c1C(=O)N(Cc1cccc(Cl)c1)C2=O
0%	3%	x	CCc1ccc(N(CC)C(=O)CCn2cnc3onc(-c4ccc(F)cc4)c3c2=O)cc1
-16%&-4%	-9%&2%	4%	O=S(=O)(Nc1cccc(-c2ccc(N3CCCCCC3)nn2)c1)c1ccc(F)cc1
2%	-2%	-25%	O=C(NNc1ccccc1)Nc1ccccc1F
-2%	x	1%	O=C1c2ccsc2SCCN1Cc1ccccc1Cl
-10%	-6%	3%	CCN(CC)CC(=O)Nc1c(Br)ccc2c1OCO2

Additional results follow.
FEN1 inhibitor	KAT2A inh	N370S GC mod	Compound
-29%	u	-2%	CC1=NN(c2ccc(C)c(C)c2)C(=O)/C1=C\C=C\c1ccc([N+](=O)[O-])o1
-1%	0%	x	Cc1ccc(-c2nc(-c3cccs3)c(-c3cccs3)[nH]2)cc1
3%	-1%	6%	COc1ccc(CNc2nc3c(c(=O)[nH]c(=O)n3C)n2CCCc2ccccc2)cc1
20%	-10%	x	Cc1ccc2oc(C(=O)Nc3ccc(S(=O)(=O)N(C)c4ccccc4)cc3)cc(=O)c2c1
-2%	-13%	-1%	COC(=O)C(NC(=O)CN1C(=O)c2ccccc2C1=O)c1ccc(O)c(OC)c1 (stereo unspecified)
-1%	1%	-6%	Cc1ccc(C)c(NC(=S)N2C3CCCC2CC(NC(=O)C2CC2)C3)c1 (stereo unspecified)
-2%	0%	-7%	CC(C)Cc1nnc(NC(=O)Nc2ccccc2)s1
-1%	-10%	17%	CNC(=S)N1N=C(c2ccc(C)cc2)CC1c1ccc(OC)cc1 (stereo unspecified)
0%	-14%	-8%	O=C(CSc1nnc2ccc(-c3ccc(Br)cc3)nn12)NCC1CCCO1 (stereo unspecified)
1%	-2%	0%	CCO[C@@H]1OC(C(N)=O)=C[C@H](c2coc3ccccc3c2=O)[C@H]1CCCO
0%	-3%	-7%	CC(=O)Nc1ccc(C(=O)CSc2nnc(-c3ccc(O)cc3)n2CC2CCCO2)cc1 (stereo unspecified)
9%	-4%	x	CCn1c(=O)c2cc(C(=O)N(C)c3cc(C)ccc3C)sc2c2ccccc21
u	-15%	0%	O=C(N/N=C/c1ccc([N+](=O)[O-])o1)c1cc2c(ccc3ccccc32)o1
-9%	-5%	-10%	CC(CCc1ccccc1)NC(=O)COC(=O)c1ccc([N+](=O)[O-])cc1 (stereo unspecified)
-2%	-3%	u	Cc1cc(C)cc(NC(=S)NCC2CCCO2)c1 (stereo unspecified)
-7%	-6%	x	Cc1c(CCC(=O)NCc2cccc(Cl)c2)c(=O)oc2c(C)c(O)ccc12
2%	-5%	x	COc1ccccc1N(CC(=O)Nc1ccccc1F)S(C)(=O)=O
0%	-6%	x	COCC(=O)Nc1cc(OC)cc(OC)c1
10%	-18%	x	COc1ccc(OCC(=O)OCC(=O)NCC2CCCCC2)cc1
x	-6%[21.4 µM]	2%[21.6 µM]	CCO[C@H]1O[C@@H]([C@H](COCc2ccccc2)OCc2ccccc2)[C@@H](OCc2ccccc2)[C@H]1O
18%	-1%	-2%	CC(=O)Nc1ccc(NC(=O)CSc2ccc3nnc(CCNS(=O)(=O)c4ccc(C)cc4)n3n2)cc1
-4%	0%	-5%	C=C(C)CN(CC)C(=O)Cn1cnc2c(oc3ccccc32)c1=O
-10%	1%	3%	CS(=O)(=O)N1CCN(c2nc3ccc(Cl)cc3s2)CC1
5%	3%	4%	Cc1cc(C(=O)N2CCN(c3ccccn3)CC2)c(C)o1
-10%	-6%	-2%	CCOC(=O)Cn1c(=O)oc2cc(S(=O)(=O)NC3CCCc4ccccc43)ccc21 (stereo unspecified)

An excerpt from above in order of molecular weight, ascending:
FEN1 inhibitor	KAT2A inh	N370S GC mod	Compound
0%	-6%	x	COCC(=O)Nc1cc(OC)cc(OC)c1
-2%	0%	-7%	CC(C)Cc1nnc(NC(=O)Nc2ccccc2)s1
5%	3%	4%	Cc1cc(C(=O)N2CCN(c3ccccn3)CC2)c(C)o1
-4%	0%	-5%	C=C(C)CN(CC)C(=O)Cn1cnc2c(oc3ccccc32)c1=O
-1%	-10%	17%	CNC(=S)N1N=C(c2ccc(C)cc2)CC1c1ccc(OC)cc1 (stereo unspecified)
-1%	1%	-6%	Cc1ccc(C)c(NC(=S)N2C3CCCC2CC(NC(=O)C2CC2)C3)c1 (stereo unspecified)
1%	-2%	0%	CCO[C@@H]1OC(C(N)=O)=C[C@H](c2coc3ccccc3c2=O)[C@H]1CCCO
-7%	-6%	x	Cc1c(CCC(=O)NCc2cccc(Cl)c2)c(=O)oc2c(C)c(O)ccc12
9%	-4%	x	CCn1c(=O)c2cc(C(=O)N(C)c3cc(C)ccc3C)sc2c2ccccc21
3%	-1%	6%	COc1ccc(CNc2nc3c(c(=O)[nH]c(=O)n3C)n2CCCc2ccccc2)cc1
0%	-14%	-8%	O=C(CSc1nnc2ccc(-c3ccc(Br)cc3)nn12)NCC1CCCO1 (stereo unspecified)
20%	-10%	x	Cc1ccc2oc(C(=O)Nc3ccc(S(=O)(=O)N(C)c4ccccc4)cc3)cc(=O)c2c1
x	-6%[21.4 µM]	2%[21.6 µM]	CCO[C@H]1O[C@@H]([C@H](COCc2ccccc2)OCc2ccccc2)[C@@H](OCc2ccccc2)[C@H]1O
18%	-1%	-2%	CC(=O)Nc1ccc(NC(=O)CSc2ccc3nnc(CCNS(=O)(=O)c4ccc(C)cc4)n3n2)cc1

Further compounds:
FEN1 inhibitor	KAT2A inh	N370S GC mod	Compound
1%	0%	x	CCOc1ccccc1NC(=O)CSc1nc2c(oc3ccccc32)c(=O)n1C(C)C
-3%	-21%	-4%	COc1ccc(C(=O)Nc2ccccc2C(=O)N2CCOCC2)cc1Br
x	-2%	3%	COc1ccc2nc(N=Nc3c(O)ccc4ccccc34)sc2c1
-3%	-2%	3%	CC(=O)Nc1cccc(-c2cnc3ccccc3n2)c1
-27%	-7%	u	CCc1ccc2nc(N(CCCN(C)C)C(=O)c3ccc(C(=O)c4ccccc4)cc3)sc2c1
-2%	1%	x	COc1ccc(N2CCN(C(=O)C3Cc4ccccc4CN3C(=O)c3ccco3)CC2)cc1 (stereo unspecified)
2%	0%	x	CCN(C(=O)COc1cccc(-n2cnnn2)c1)C1CCS(=O)(=O)C1 (stereo unspecified)
-8%	-7%	-3%	Nc1c(C(=O)c2cccs2)sc2nsc(SCCN3CCCCC3)c12
-4%	-4%	10%	CCOC(=O)CSC1=Nc2ccccc2C2=NC(CC(=O)NCc3ccc4c(c3)OCO4)C(=O)N12 (stereo unspecified)
0%	5%	7%	Cc1cccc2nc(CSc3nc4ccc([N+](=O)[O-])cc4[nH]3)c(Br)n12
1%	-28%	-3%	Cc1ccc2nsnc2c1S(=O)(=O)N1CCN(C)CC1
19%	-3%	3%	NC(=O)c1cnn(-c2cccc(Cl)c2)c1N
5%	0%	-4%	O=Cc1ccc(-c2cccc(C(=O)O)c2)o1
-6%	1%	-1%	CCOC(=O)C1=C(N)N2C(=O)CSC2=C(C(=O)OC)C1
-9%	9%	-2%	O=C(NNc1cccc(Cl)n1)C1CC1
-11%	-10%	x	CCOC(=O)c1ccccc1NC(=O)CN1C(=O)CC(c2ccccc2)Sc2ccccc21 (stereo unspecified)
2%	1%	-6%	Cc1ccc(S(=O)(=O)CCC(=O)NCCN2C(=O)S/C(=C/c3ccc(F)cc3)C2=O)cc1
-5%	-6%	7%	O=C1CCCN1CCC12CC3CC(CC(C3)C1)C2
-17%	-4%	-6%	Cc1cccc(S(=O)(=O)c2c(N)n(/N=C/c3ccco3)c3nc4ccccc4nc23)c1
-1%	3%	1%	Cc1cc(NC(=O)c2ccccc2F)n(C(C)(C)C)n1
-16%	-11%	18%	N#Cc1nc(COc2cccc(Cl)c2)oc1N1CCCC1
-2%	-3%	20%	O=C(N/N=C/c1ccc2c(c1)OCCO2)c1ccncc1
18%	-12%	-11%	O=C(CC(Cc1ccccc1)C(=O)O)Nc1ccc(F)cc1 (stereo unspecified)
21%	-3%	3%	COc1cccc(CNC(=O)Cn2c(=O)oc3ccccc32)c1OC
7%	0%	x	CCc1ccc(NC(=O)C2CCN(c3nnc(-n4c(C)ccc4C)s3)CC2)cc1

Source: PubChem BioAssay
